Compound activity from PubChem.
JMJD2A Tudor – blocks the human JMJD2A Tudor domain; O75164; AlphaScreen JMJD2A-Tudor / H3K4me3 peptide binding; Potency, µM (top dose mostly 114 µM), for the others: at the highest dose activity change, negative = inhibition, usual class: inhibitors; hit rate 4.4% among 390,000; AID 504339; further: on the % scale 0 is the no-effect control and ±100 the full control effect; nearly all actives have a fitted effect of over 50% in size
Pin1 inh – blocks the human prolyl isomerase Pin1; Potency, µM (highest dose often 115 µM), for inactives: at the top dose activity, negative = inhibition, hits mostly inhibitors; Pin1 FP peptide displacement, HiFluor488, 10 min; Q13526; hit rate 0.009% among 390,000; AID 504891; active means well fitted inhibition curve with a large enough effect in the polarisation, with a control signal flat, not every such curve was filed as active; inconclusive means small, poorly fitted or top-dose-only effect, or effect the other way, or a change in a side signal; inactive means no such curve, though single readings can be large or run the other way; the % refers to the polarisation; further: on the % scale 0 is the no-effect control and ±100 the full control effect
Target sequence (Q13526 whole entry, looked up): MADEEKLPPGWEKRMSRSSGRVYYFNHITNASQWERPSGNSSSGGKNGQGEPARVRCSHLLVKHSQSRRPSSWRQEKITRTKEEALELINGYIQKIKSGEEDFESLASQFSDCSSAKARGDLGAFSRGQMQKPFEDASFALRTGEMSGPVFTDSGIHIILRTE
GLS inh – inhibitors of human glutaminase (GLS) | O94925 | GLS enzymatic activity, qHTS titration | Potency, µM (top dose mostly 45.5 µM), for the others: top-dose activity change, negative = inhibition, usual class: inhibitors | hit rate 0.21% among 410,000; further: on the % scale 0 is the no-effect control and ±100 the full control effect
Target sequence (O94925 whole entry, looked up): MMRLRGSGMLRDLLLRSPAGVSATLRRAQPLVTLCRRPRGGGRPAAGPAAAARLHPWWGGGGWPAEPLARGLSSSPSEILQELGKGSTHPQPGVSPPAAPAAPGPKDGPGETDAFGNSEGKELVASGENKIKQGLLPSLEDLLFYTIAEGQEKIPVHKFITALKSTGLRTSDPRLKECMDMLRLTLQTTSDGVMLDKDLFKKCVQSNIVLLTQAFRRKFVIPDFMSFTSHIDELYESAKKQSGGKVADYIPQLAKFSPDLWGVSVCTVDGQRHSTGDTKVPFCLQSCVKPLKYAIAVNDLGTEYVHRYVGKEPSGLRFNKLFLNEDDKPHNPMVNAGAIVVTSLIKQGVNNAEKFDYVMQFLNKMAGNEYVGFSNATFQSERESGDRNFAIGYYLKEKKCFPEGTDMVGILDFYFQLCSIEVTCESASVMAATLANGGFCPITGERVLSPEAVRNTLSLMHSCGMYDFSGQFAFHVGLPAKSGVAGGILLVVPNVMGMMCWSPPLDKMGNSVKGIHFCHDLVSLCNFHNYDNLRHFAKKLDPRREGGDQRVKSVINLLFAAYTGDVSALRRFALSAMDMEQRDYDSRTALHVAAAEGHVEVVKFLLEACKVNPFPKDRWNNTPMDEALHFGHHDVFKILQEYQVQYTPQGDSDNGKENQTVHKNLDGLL
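Human kidney-isoform GLS in 45 mM KH2PO4 pH 8.2, 0.02% Tween-20, with compound, started with 1mM L-Glutamine (added stock). Glutamate oxidase/HRP/Amplex red coupled fluorescence read at start and after 30 min at RT.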
Tb PGK inh – blocks T. brucei phosphoglycerate kinase; Potency, µM (doses to about 57.5 µM), for inactives: at the top dose activity change, negative = inhibition, most hits filed as inhibitors; PGK/GAPDH coupled, Kinase-Glo luminescence, 60 min; P07378; hit rate 0.043% among 380,000; further: on the % scale 0 is the no-effect control and ±100 the full control effect; nearly all actives have a fitted effect of over 60% in size
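Recombinant glycosomal PGK reaction used 1,3-bisphosphoglycerate generated in-well by GAPDH (100nM final) in 100mM TEA pH 7.6, 5mM MgCl2, 0.01% Tween-20. After 60 minutes at room temperature, ATP was read by Kinase-Glo Plus luminescence end-point.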
G9a block – G9a (human) methyltransferase inhibition | hit rate 8.8% among 350,000 | AID 504332 | G9a H3K9 monomethylation, AlphaScreen, 2 h | Q96KQ7 | Potency, µM (highest dose often 102 µM), for inactives: at the top dose activity, negative = inhibition, actives largely listed as inhibitors; further: on the % scale 0 is the no-effect control and ±100 the full control effect; nearly all actives have a fitted effect of over 75% in size
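AlphaScreen detection with an anti-monomethyl H3K9 antibody quantified product after a 2 h room-temperature reaction containing 500 nM biotinylated H3K9 peptide, 20 µM SAM and 20 nM enzyme, which had been preincubated 15 min with compound.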
BAZ2B block – inhibitors of human BAZ2B bromodomain | hit rate 4.4% among 360,000 | Potency, µM (series often up to 114 µM), for inactives: top-dose activity change, negative = inhibition, most hits filed as inhibitors | AlphaScreen BAZ2B-H3K14Ac peptide displacement; further: on the % scale 0 is the no-effect control and ±100 the full control effect; nearly all actives have a fitted effect of over 60% in size
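BAZ2B (50 nM) with biotin-H3(5-23)K14Ac peptide (50 nM) in PBS pH 7.4, 0.01% Tween-20, preformed 30 min, then compound 30 min at room temperature; top concentration 110uM. AlphaScreen streptavidin donor/nickel chelate acceptor beads (10 ug/mL final), 20 min dark, signal read.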
HP1b chromo inh – inhibitors of HP1-beta chromodomain binding to methylated histone tails. P83916. AlphaScreen HP1-beta / biotin-H3K9me3 peptide binding. Potency, µM (series often up to 114 µM), for the others: top-dose activity change, negative = inhibition, hits mostly inhibitors. hit rate 0.56% among 390,000. AID 540317; further: nearly all actives have a fitted effect of over 70% in size; inactives centre near 23
Target sequence (P83916 whole entry, looked up): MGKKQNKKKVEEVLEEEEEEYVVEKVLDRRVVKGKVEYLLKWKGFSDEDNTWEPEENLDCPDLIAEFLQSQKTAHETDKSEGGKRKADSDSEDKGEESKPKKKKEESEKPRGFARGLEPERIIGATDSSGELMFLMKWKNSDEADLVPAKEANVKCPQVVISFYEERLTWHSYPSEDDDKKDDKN
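HP1-beta protein (50 nM final) preincubated 30 min at room temperature with biotinylated H3(1-18)K9me3 peptide (50 nM) in PBS pH 7.4, 0.01% Tween-20, then compound added for 30 min. AlphaScreen streptavidin donor/nickel chelate acceptor beads (10 ug/mL final), 30 min dark, luminescence read.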
POLI inh – blocks human DNA polymerase iota activity. Q9UNA4. Pol iota fluorescent replication assay, 10 min. Potency, µM (titrated, usually from 115 µM), for inactives: top-dose activity, negative = inhibition, most hits filed as inhibitors. hit rate 1% among 390,000
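Fluorescent replication assay read twice, at 0 min and 10 min after adding 50 nM (final) substrate. Enzyme (10 nM) and compounds were first incubated 15 min at room temperature; enzyme-free buffer wells were negative controls.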
BLM helicase inh – blocks DNA unwinding by human BLM helicase; Potency, µM (titrated, usually from 56.1 µM), without a hit: at the top dose activity change, negative = inhibition, actives largely listed as inhibitors; recombinant BLM DNA unwinding, fluorescence dequenching; P54132; AID 2528; hit rate 0.2% among 350,000;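 further: plate controls were vehicle for no effect and no enzyme for full effect; nearly all actives have a fitted effect of over 35% in size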
* hit, by the source's call; i = inactive; ? = inconclusive; . = no result given; & = joins results of further samples; [ ] = remark or other dose. Unless noted, the call rests on the fitted dose curve; in most records, active means well fitted curve in the direction sought with a large enough effect; inconclusive means small, poorly fitted or top-dose-only effect, or another doubt; inactive means no such curve, though single readings can be large; an effect the other way counts as inactive or inconclusive. Potency means the concentration at half of the fitted maximal effect. This is a subset (hit frequency here may not be typical).

Order of results: JMJD2A Tudor | Pin1 inh | GLS inh | Tb PGK inh | G9a block | BAZ2B block | HP1b chromo inh | POLI inh | BLM helicase inh
1. CCCNC(=O)N1CCN(c2nc(C(C)C)c3c(c2C#N)CC(C)(C)OC3)CC1
 : -19% | 2% | 1% | -1% | 12% | 5% | 33% | -24% | 2%
2. Cc1cccc(-n2ncc(C(=O)N3CCN(c4ccc(Cl)cc4)CC3)c2C2CCN(C(=O)OC(C)(C)C)CC2)c1
 : ? | 28% | 2% | -3% | -32%[59 µM] | -17%[57.1 µM] | 12% | 17% | -5%
3. Cc1nnnn1CC(=O)Nc1ccccc1[N+](=O)[O-]
 : -17% | ? | 5% | -12% | -23%[59 µM] | -20% | 7% | 33%[activator] | -1%
4. CC(=O)c1ccc(S(=O)(=O)N2CCN(C(=O)CN3C(=O)NC4(CCCC4)C3=O)CC2)cc1
 : -1% | -1% | -21% | -1% | -11% | -6% | 21% | 37%[activator] | .
5. CC(C)(C)NC(=O)NC(=O)COC(=O)c1nc(-c2ccccc2)n(-c2cccc(C(F)(F)F)c2)n1
 : -16% | 2% | -1% | -7% | 7%[59 µM] | -7% | 27% | 27% | -5%
6. COc1ccc(/C=C/C(=O)NC(=S)Nc2ccc(S(=O)(=O)Nc3cc(C)on3)cc2)cc1
 : -28% | ? | -2% | -9% | 40µM* | -25% | -7% | ? | -1%
7. COCCCN1CC(=O)N2C(c3ccccc3)c3[nH]c4ccccc4c3C[C@H]2C1=O (stereo partly specified)
 : -8% | 3% | 1% | 3% | 4% | -19% | 1% | 130%[activator] | -3%
8. Cc1ccc(CNc2nc3nc(C)c(Cl)c(C)n3n2)cc1
 : -14% | 0% | 0% | 3% | 3%[59 µM] | 1% | 54%[activator] | 6% | -2%
9. O=C(NNC1=NCCCCC1)Nc1cccc(Cl)c1
 : -12% | -11% | 20% | -15% | 2% | -2% | -5% | 2% | 3%
10. Cc1ccc(-n2cc(CNCC3CC(=O)N(C4CC4)C3)c(-c3cccc(C)c3)n2)cc1 (stereo unspecified)
 : -11% | -2% | -2% | -10% | . | -6% | 25% | -7% | 4%
11. Cc1cc(C)nc(SCC2COc3ccccc3O2)n1 (stereo unspecified)
 : 26% | -1% | 5% | 4% | 46%[activator] | 15% | 103%[activator] | 11% | -3%
12. CCn1c(SCC(=O)Nc2ccc(S(=O)(=O)Nc3onc(C)c3C)cc2)nnc1-c1ccccc1
 : -11% | -3% | -1% | 5% | -43%[59 µM] | -8% | 11% | -1%[58.9 µM] | 1%
13. CCOc1ccc(-c2csc(C3COc4ccccc4O3)n2)cc1 (stereo unspecified)
 : 6% | -4% | 0% | -7% | . | . | 26% | 8%[58.9 µM] | .
14. CC(=O)Nc1ccc(Nc2ccc3cc(S(=O)(=O)N4CCCCC4)ccc3n2)cc1
 : -22% | -2% | -4% | 11% | ? | ? | 27% | 11% | -9%
15. Cc1nc2ccc(N=NC3=C(O)CC(C)(C)CC3=O)cc2s1
 : ? | 29% | 10% | -3% | ? | ? | -15% | 5% | 0%
16. COc1cc(SSc2cc(OC)cc([N+](=O)[O-])c2N)c(N)c([N+](=O)[O-])c1
 : 1.4µM* | -13% | ? | . | 0.45µM* | 8.9µM* | ? | -5% | 0%
17. CCCn1nnnc1NC(=O)c1cccs1
 : ? | 8% | -8% | -10% | 35µM* | ? | ? | 4% | -3%
18. Cc1ccc(S(=O)(=O)N(C)c2ccc(OCC(=O)Nc3nc4c(ccc5ccccc54)s3)cc2)cc1
 : -30% | ? | 1% | -5% | -11%[59 µM] | 6% | 3% | 25% | -10%
19. NC1=NC[C@H](Cc2ccc(O)cc2)N1CCCCC1CCCCC1
 : -27% | 11% | 20% | -9% | 12%[59 µM] | -19% | 0% | 34% | 4%
20. CC(=O)C1=C(O)C(=O)N(C)C1c1ccccc1[N+](=O)[O-] (stereo unspecified)
 : ? | -2% | 10% | 13% | 11µM* | -18% | ? | 44%[activator] | -9%
21. CC(=O)NC(Cc1cccc(C)c1)C(=O)NC1CCN(c2ncccc2[N+](=O)[O-])CC1 (stereo unspecified)
 : -18% | 1% | 0% | 4% | 6% | 8% | 28% | 27% | 2%
22. Cc1ccc(NC(=O)c2ccc(-c3cccc(Cl)c3C)o2)cc1
 : 20% | 12% | -5% | i | -1%[59 µM] | -24% | 45%[activator] | -1% | -9%
23. CCOc1ccc2nc(NC(=O)COc3ccc(N(C)S(=O)(=O)c4ccc(C)cc4)cc3)sc2c1
 : -17% | -1% | 5% | i | -12%[59 µM] | -2% | 11% | 37%[activator] | -4%
24. O=S(=O)(Nc1ccccc1-c1ccccc1)c1ccccc1
 : 17% | -1% | 0% | 0% | . | . | 17%[57 µM] | 13% | .
25. O=C(CNS(=O)(=O)c1cccc(Br)c1)NCCCc1ccccc1
 : -4% | 4% | -2% | -9% | -4% | -12% | 44%[activator] | 62%[activator] | -5%
26. CCN(CC)CCNC(=O)c1cc(Br)c(N)cc1OC
 : -15% | 0% | 11%&40% | -11% | 10%[59 µM] | 20% | 24% | -7% | -12%
27. C[C@H](N)c1nnc(SCc2ccc(Cl)cc2Cl)o1
 : -20% | 6% | 5% | i | -31% | -4% | 27% | -4% | 1%
28. N#CCC(=O)Nc1ccc(C(=O)OCC(=O)c2c[nH]c3ccccc23)cc1
 : -10% | 58%[activator] | -12% | i | . | . | 12% | -10% | .
29. CC(=O)N1C(=O)C2(C(C#N)=C(N)Oc3c2c(C)nn3-c2ccccc2)c2ccccc21 (stereo unspecified)
 : -28% | -2% | 17% | -1% | ? | -38% | 11% | 18% | -6%
30. CCOC(=O)C1CCCN(C(=O)c2c(C)nn(-c3ccc(F)cc3)c2-n2cccc2)C1 (stereo unspecified)
 : -4% | 1% | 3% | i | 7%[59 µM] | -29% | 41%[activator] | 26% | -2%
31. Cc1cc(C)c2nc(N3CCC(C(=O)NCCCN4CC(C)CC(C)C4)CC3)sc2c1 (stereo unspecified)
 : 3% | -12% | -6% | 0% | 3% | -12% | 23% | 25% | -6%
32. COC(=O)CNC(=O)c1c(-c2c(Cl)cccc2Cl)noc1C
 : -5% | 0% | -13% | -1% | -5%[12.7 µM] | 10% | 32% | 2% | -1%
33. CCn1c(COc2ccccc2)nnc1SCC(=O)NC1CCCCC1
 : -12% | -2% | 4% | -12% | 11%[59 µM] | 5% | 29% | 18% | -1%
34. COc1cccc(/C=N/Nc2ncnc3scc(-c4ccccc4)c23)c1O
 : 45µM* | 31%[activator] | 13% | i | ? | 13µM* | -1% | 19% | -5%
35. CC(C)=CCC(C)(C)C1OCCN1C(=O)c1ccccc1 (stereo unspecified)
 : -11% | -16% | 9% | -1% | 4%[59 µM] | 10% | 23% | -7% | -3%
36. CCOC(=O)c1c(NC(=O)c2ccnn2C)sc(C)c1C
 : -11% | -2% | 1% | -2% | -4%[59 µM] | 0% | 24% | -1% | -6%
37. O=S(=O)(NCc1cn2ccccc2n1)c1cccs1
 : 6% | -1% | -2% | -3% | . | -1% | 26% | -24% | -1%
38. COc1ccc(Cn2c(=O)[nH]c3cc(C(=O)N4CCN(c5ccccc5OC)CC4)ccc3c2=O)cc1
 : ? | 0% | -1% | -2% | 3% | ? | -15% | 159%[activator] | -8%
39. O=C(CC1CCCCC1)NCc1cn2ccsc2n1
 : -2% | -6% | -4% | i | 12%[59 µM] | 7% | 38% | -5% | -1%
40. Cc1cc(C)n(C(CC(=O)N2CCc3ccccc3C2)C(=O)O)n1 (stereo unspecified)
 : -31% | ? | ? | -7% | ? | . | 0% | 79µM* | -5%
41. O=C(NC(=S)Nc1cc([N+](=O)[O-])ccc1O)c1ccc2c(c1)OCO2
 : -34% | ? | 8% | -6% | ? | ? | ? | 7% | -7%
42. O=S(=O)(c1ccc(Br)cc1)c1nc(-c2ccccc2)oc1NCc1cccnc1
 : ? | -3% | 7% | -4% | ? | ? | 7% | 7% | -4%

No new results follow: entries from further up.
Order of results: JMJD2A Tudor | Pin1 inh | GLS inh | Tb PGK inh | G9a block | BAZ2B block | HP1b chromo inh | POLI inh | BLM helicase inh
31. Cc1cc(C)c2nc(N3CCC(C(=O)NCCCN4CC(C)CC(C)C4)CC3)sc2c1 (stereo unspecified)
 : 3% | -12% | -6% | 0% | 3% | -12% | 23% | 25% | -6%
32. COC(=O)CNC(=O)c1c(-c2c(Cl)cccc2Cl)noc1C
 : -5% | 0% | -13% | -1% | -5%[12.7 µM] | 10% | 32% | 2% | -1%
33. CCn1c(COc2ccccc2)nnc1SCC(=O)NC1CCCCC1
 : -12% | -2% | 4% | -12% | 11%[59 µM] | 5% | 29% | 18% | -1%
34. COc1cccc(/C=N/Nc2ncnc3scc(-c4ccccc4)c23)c1O
 : 45µM* | 31%[activator] | 13% | i | ? | 13µM* | -1% | 19% | -5%
35. CC(C)=CCC(C)(C)C1OCCN1C(=O)c1ccccc1 (stereo unspecified)
 : -11% | -16% | 9% | -1% | 4%[59 µM] | 10% | 23% | -7% | -3%
36. CCOC(=O)c1c(NC(=O)c2ccnn2C)sc(C)c1C
 : -11% | -2% | 1% | -2% | -4%[59 µM] | 0% | 24% | -1% | -6%
37. O=S(=O)(NCc1cn2ccccc2n1)c1cccs1
 : 6% | -1% | -2% | -3% | . | -1% | 26% | -24% | -1%
38. COc1ccc(Cn2c(=O)[nH]c3cc(C(=O)N4CCN(c5ccccc5OC)CC4)ccc3c2=O)cc1
 : ? | 0% | -1% | -2% | 3% | ? | -15% | 159%[activator] | -8%

Compound profiles, as listed above. Values in the order: JMJD2A Tudor	Pin1 inh	GLS inh	Tb PGK inh	G9a block	BAZ2B block	HP1b chromo inh	POLI inh	BLM helicase inh
COc1cccc(/C=N/Nc2ncnc3scc(-c4ccccc4)c23)c1O across the screens: 45µM*	31%[activator]	13%	i	?	13µM*	-1%	19%	-5%
O=S(=O)(NCc1cn2ccccc2n1)c1cccs1 across the screens: 6%	-1%	-2%	-3%	.	-1%	26%	-24%	-1%
